PP1 counter – counter-screen for PP5 inhibitors: inhibitors of human PP1-alpha. P62136. purified PP1alpha, OMFP fluorescence. inhibition, % at 6.7 µM. 0.9% of 320,000 active;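 active means inhibition above the mean inhibition of all tested compounds plus 3 SD, computed separately for each screening campaign, cut at about 15% in these data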
Target sequence (P62136 whole entry, looked up): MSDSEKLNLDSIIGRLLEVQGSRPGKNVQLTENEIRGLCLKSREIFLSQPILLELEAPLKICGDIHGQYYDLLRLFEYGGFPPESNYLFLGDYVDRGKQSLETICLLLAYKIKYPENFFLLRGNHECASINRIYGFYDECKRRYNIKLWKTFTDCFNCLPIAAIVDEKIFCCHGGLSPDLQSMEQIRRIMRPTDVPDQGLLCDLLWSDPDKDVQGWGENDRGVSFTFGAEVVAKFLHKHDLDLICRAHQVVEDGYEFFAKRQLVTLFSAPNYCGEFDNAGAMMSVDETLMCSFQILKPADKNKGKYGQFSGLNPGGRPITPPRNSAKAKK
GRK2 inh – inhibitors of human GRK2 displacing RNA aptamer. bead flow cytometry, FAM-aptamer displacement from GRK2. inhibition of aptamer binding, % at 10 µM. 0.59% of 330,000 active. AID 488847;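 active means inhibition of aptamer binding above 40%, roughly 3 SD of noise, on plates passing a quality check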;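 further: median bead fluorescence of bound FAM aptamer so fluorescent compounds give negative values; no value below 0 was filed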
VLA-4 inh – inhibition in a human VLA-4 binding assay; AID 2557; inhibition, % (about 7 µM as worked out from the volumes in the protocol); 0.2% of 330,000 active; VLA-4 expressing cells, ligand binding flow cytometry; P13612; in the data active means inhibition above about 50%
JMJD2C inh – inhibitors of human GASC-1 (JMJD2C) demethylase. 0.069% of 330,000 active. AID 2099. GST-JMJD2C(1-420) H3K9me3 demethylation, DELFIA europium. inhibition, % at 2.35 µM. Q9H3R0;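 active means more than half of a compound's replicate wells show inhibition beyond 50%, single wells judged on their own value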;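 further: signal counts dimethyl H3K9 product captured on neutravidin plate; 0% = median of DMSO wells and 100% = 0.3 times that DMSO median; strong numbers were not always called active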
PP5 primary – PP5 (human) phosphatase inhibition; 0.18% of 320,000 active; purified PP5c, OMFP substrate fluorescence; AID 1987; inhibition, % at 6.7 µM; P53041;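 active means inhibition above the campaign's mean inhibition across all tested compounds plus 3 SD, cut at about 9.5% in these data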;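 further: 0% = DMSO only and 100% = 100 µM cantharidin control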
Target sequence (P53041 whole entry, looked up): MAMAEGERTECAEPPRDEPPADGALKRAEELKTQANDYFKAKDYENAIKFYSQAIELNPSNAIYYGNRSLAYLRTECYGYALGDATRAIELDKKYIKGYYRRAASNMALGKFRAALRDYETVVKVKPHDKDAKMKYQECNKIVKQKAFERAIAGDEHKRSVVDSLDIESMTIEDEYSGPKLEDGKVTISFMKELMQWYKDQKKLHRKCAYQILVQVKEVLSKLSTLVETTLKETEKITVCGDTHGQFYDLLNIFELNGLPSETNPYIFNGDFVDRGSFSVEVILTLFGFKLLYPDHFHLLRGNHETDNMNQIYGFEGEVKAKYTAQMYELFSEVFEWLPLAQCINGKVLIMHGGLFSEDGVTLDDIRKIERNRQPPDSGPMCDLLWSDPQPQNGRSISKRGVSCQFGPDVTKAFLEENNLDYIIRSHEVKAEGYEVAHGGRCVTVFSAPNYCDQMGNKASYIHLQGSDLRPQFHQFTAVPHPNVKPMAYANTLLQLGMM
Fh CTSL1 inh – blocks F. hepatica cathepsin L1 in PFM18AAP counter-screen. 0.49% of 300,000 active. inhibition, % at 5.96 µM. AID 1906. recombinant F. hepatica cathepsin L1, Z-Leu-Arg-MCA fluorescence;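 active means inhibition above the mean of all tested compounds plus 3 SD, set per screening campaign, cut at about 17% in these data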;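 further: 0% = plate median of test compound wells and 100% = 1 µM Z-Phe-Ala-diazomethylketone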
HCV core dimer – blocks dimerization of HCV core protein; 0.33% of 300,000 active; TR-FRET GST/Flag-core106 dimerization, 1536-well; AID 1899; inhibition, % at 5 µM;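 active means inhibition above the mean of all tested compounds plus 3 SD, set per screening campaign, cut at about 45% in these data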
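Assay system: GST-tagged and Flag-tagged HCV core protein residues 1-106 / Times: compound-protein-antibody incubation 4 h at 22.5 °C / Signal: time-resolved FRET, ex 340 nm, em 617 and 671 nm / Evaluation: % inhibition based on acceptor/donor emission ratio / Benchmarks: wells lacking GST-core106 and wells with excess unlabelled core106 / Repeats: singlicate, one well per compound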
procasp7 counter – activates human procaspase-7, counter-screen for procaspase-3 activators; recombinant procaspase-7, Ac-DEVD-pNA absorbance 405 nm; D23A/D198A/D206A triple mutant, cannot self-cleave; scale: DMSO 0, 5 µM enzyme 100; 0.093% of 330,000 active; activation, % at 8.5 µM;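 active means percent activation above the screen-wide mean plus 3 SD, cut at about 25% in these data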
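Detection: p-Nitroaniline absorbance at 405 nm, read at 0 and 120 min; system: Uncleavable procaspase-7 mutant enzyme; evaluation: % activation from two-timepoint absorbance difference, scaled to controls; times: 1 h enzyme–compound preincubation and 2 h substrate reaction, both 25 °C; buffer or medium: Zinc-free HEPES pH 7.4 with 300 mM NaCl, 0.01% Triton X-100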
procasp3 activ – activators of human procaspase-3. P42574. 0.11% of 330,000 active. activation, % at 8.5 µM. AID 463141. recombinant procaspase-3 D3A, Ac-DEVD-pNA absorbance 405 nm;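 active means activation above the mean of all tested compounds plus 3 SD, cut at about 21% in these data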;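 further: 0% = DMSO alone and 100% = DMSO wells spiked with extra 5 µM PC-3 D3A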
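Evaluation: percent activation relative to control range; Material: Procaspase-3 D3A mutant, all three cleavage aspartates alanine; Compound: single dose, 8.5 µM nominal compound, 0.8% DMSO; Replication: one well per compound; Signal: absorbance at 405 nm, 0 and 120 min; Schedule: 1 h preincubation plus 2 h reaction at 25 °C.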
An asterisk follows results filed as active; x = not tested or not shown; & = joins results of further samples.

canonical_smiles	PP1 counter	GRK2 inh	VLA-4 inh	JMJD2C inh	PP5 primary	Fh CTSL1 inh	HCV core dimer	procasp7 counter	procasp3 activ
COc1ccccc1NC(=O)C(=O)N/N=C(\C)CC(=O)Nc1ccccc1C(F)(F)F	-2.8	0.0	12.2	-9.6	-2.0	0.5	6.5	-0.7	2.2
COc1cc(C(=O)Nc2sc3c(c2C#N)CCN(C(C)=O)C3)cc(OC)c1OC	4.1	5.0	18.0	-8.2	1.6	4.7	-9.9	-8.8	1.9
O=C(NCc1ccccc1)C1CCCN(S(=O)(=O)c2ccc(Br)cc2)C1 (centres undefined)	-1.4	0.0	4.7	0.7	0.1	3.9	-7.0	-5.7	-2.5
CCOc1ccc(C2N(c3ccc(F)cc3)C(=O)C3CCCN32)cc1OC (centres undefined)	-3.5	0.0	29.6	-1.3	-0.1	-3.0	-0.2	9.8	7.1
O=C(NC(=S)N(CC1CCC1)CC1CCCO1)c1cccc([N+](=O)[O-])c1 (centres undefined)	-2.0	2.0	12.3	6.6	-0.8	-1.4	-3.1	-3.9	-15.3
CC(C)COc1ccc(CNC(=S)NCc2ccccc2)cc1	4.2	1.0	6.0	-6.7	4.1	1.5	8.2	-13.2	1.2
CCc1nnc(NC(=O)CN2CCN(c3ccccc3OC)CC2)s1	5.5	0.0	14.0	3.4	1.2	-1.2	1.0	5.1	-6.8
NC(=O)C1(N2CCCCC2)CCN(c2ccc3nnc(-c4ccccc4)n3n2)CC1	-3.1	1.0	8.6	-17.2	0.4	2.3	-1.3	10.8	8.0
Cc1ccccc1NC1=C/C(=N\S(=O)(=O)c2ccc(C(=O)O)cc2)c2ccccc2C1=O	4.0	6.0	2.4	8.7	9.4	103.8*	20.6	3.6	-5.8
CN(C)S(=O)(=O)c1ccc(C(=O)NNC(=O)c2ccccc2-n2cccc2)cc1	1.1	1.0	6.5	-4.0	1.5	x	x	4.6	-0.7
COc1cc([N+](=O)[O-])c(OC)cc1SCc1n[nH]c(=S)n1-c1ccc(C)cc1	-4.2	0.0	2.6	2.0	-0.6	2.3	-1.6	-22.6	-12.6
Nc1nonc1C(=O)OCC(=O)c1ccc(Cl)cc1	-1.6	2.0	0.2	4.9	-2.5	4.6	0.9	-7.7	0.2
Cc1cc2c(cc1S(=O)(=O)Nc1ccc(OC(F)(F)F)cc1)OCC(=O)N2	-2.9	0.0	-13.9	21.9	3.7	-1.1	-5.8	-0.7	3.9
CCc1sc(NC(=O)c2cc3ccccc3oc2=O)nc1-c1cccs1	-3.3	0.0	20.1	5.7	-1.8	1.9	-4.3	-2.5	7.9
COc1ccc(NC(=O)N2CCCC2C(=O)NCc2cccs2)cc1 (centres undefined)	-0.4	0.0	8.9	4.4	-0.5	3.5	4.8	11.2	3.5
O=C(CSc1ccc2nnc(-c3ccccn3)n2n1)Nc1ccccc1	-0.9	4.0	-10.1	13.6	2.2	-1.3	13.9	6.2	-5.8
NC(=NC(=O)c1ccc(Cl)cc1)N1N=CCC1c1ccccc1 (centres undefined)	-0.5	0.0	15.5	3.1	2.7	1.6	1.3	-5.3	0.2
COc1ccc(COc2ccc(C3C(S(=O)(=O)c4ccccc4)CON3C)cc2OC)cc1 (centres undefined)	-2.3	3.0	1.2	5.9	1.1	-0.5	-0.4	-12.9	-5.0
O=C(NNc1nc2c(F)cc(F)cc2s1)C1COc2ccccc2O1 (centres undefined)	2.3	3.0	3.0	0.9	-0.8	-0.4	5.9	11.6	-0.3
COc1ccc(C2=Nn3c(nnc3C3CCCCC3)SC2)cc1OC	-1.8	2.0	18.0	2.9	0.1	2.2	-1.9	-2.5	-7.2
N#Cc1ccc(-c2csc(NC(=O)c3ccc(N4C(=O)CCC4=O)cc3)n2)cc1	-0.8	8.0	-7.5	70.5	-1.2	-1.6	0.9	-7.5	6.0
O=C(CN1C(=O)CC(c2ccccc2)=Nc2ccccc21)NCc1ccco1	2.0	1.0	3.4	27.2&-3.6	2.1	0.8	3.5	-5.7	1.5
CCCCCCCCC(=O)NCCOc1ccccc1	5.8	1.0	-0.5	-5.5	1.9	3.6	-7.9	-7.0	0.0
CC(=O)Nc1ccc(NC(=O)C(C)OC(=O)c2ccccc2C(=O)c2ccc(Cl)c([N+](=O)[O-])c2)cc1 (centres undefined)	-1.1	0.0	38.2	11.4	1.1	2.6	1.5	5.0	-0.7
Cc1nn(C(=O)c2nn(C)cc2[N+](=O)[O-])c(C)c1Cl	-3.5	0.0	5.6	-13.1	3.3	-2.0	1.6	0.5	5.0
COC(=O)c1cccc(NC(=O)CN2CCN(Cc3ccccc3)CC2)c1	0.0	2.0	-2.1	-5.9	-0.5	4.3	-0.9	-3.9	3.8
COc1ccccc1CC(=O)NNC(=O)CN(C)S(=O)(=O)c1ccc(Cl)cc1	-3.7	1.0	1.0	-3.7	-1.0	-15.2	1.2	4.6	2.0
COc1cccc(C(=O)O/N=C/c2ccc(Sc3ccc(C)cc3)nc2)c1	-2.0	5.0	-0.6	-2.2	1.4	5.6	7.5	13.9	-5.5
Cc1cccnc1NC(=O)c1c(O)c2ccccc2n(C)c1=O	8.2	2.0	13.6	-5.5	3.1	1.0	1.3	-3.5	-4.8
CCN(CC)S(=O)(=O)c1cccc(NC(=O)c2ccc(Sc3nncn3C)c([N+](=O)[O-])c2)c1	-1.4	0.0	-22.0	2.2	2.6	2.7	10.3	5.1	-2.6
CCOC(=O)c1cc(NC(=O)CSc2nnc(CN3CCOCC3)n2C)ccc1Cl	-1.1	0.0	-0.5	-5.1	1.9	0.6	-6.8	-0.1	-1.9
Cc1ccc(NC(=O)CCc2c(C)nc3ncnn3c2C)cc1	-0.7	16.0	-3.0	33.6	-1.7	-2.2	-0.2	2.5	0.8
CC1=C(C(N)=O)C(c2cccs2)n2nc(-c3cccc(C)c3)nc2N1 (centres undefined)	-3.5	1.0	-16.3	-5.0	5.3	2.8	3.0	-0.6	-0.4
CCSCc1nnc(SCC(=O)Nc2ccc(OC)cc2)n1C	-1.8	3.0	-4.2	4.7	1.7	4.0	-3.2	-4.3	1.6
COc1ccnc(NCc2cccc(C(F)(F)F)c2)c1C#N	-2.5	0.0	12.6	-8.9	2.1	0.7	2.0	3.8	1.7
CC1CN(C(=O)c2cccc(Oc3ccccc3)c2)CC(C)O1 (centres undefined)	-2.1	0.0	-11.8	3.0	0.5	2.2	3.9	9.0	-2.6
O=C(CN1CCCN(Cc2ccc(F)cc2Cl)C1=O)NCc1ccccc1	1.0	2.0	-0.6	-5.8	1.0	-2.9	-1.5	0.8	-2.7
CC(=O)N(CN1C(=O)c2ccccc2C1=O)c1ccc2c(c1)oc1ccccc12	-4.7	0.0	-12.9	4.7	-0.3	2.1	10.9	-1.5	-1.9
COc1ccccc1CNC(=O)CCCn1nc(C)c2c(C)n(-c3ccccc3)nc2c1=O	-3.0	6.0	44.6	-11.5	0.3	1.7	7.3	1.1	-1.6
CCc1ccc(NC(=O)c2n[nH]c(=O)c3ccccc23)cc1	-0.2	0.0	-3.5	11.6	-0.5	-0.3	0.2	-1.2	-7.4
CC(C)(C)c1ccc(C2=CSC3=NCCN23)cc1	3.5	0.0	0.8	-10.8	2.0	-2.8	1.7	-2.3	-5.6
COc1ccc(C(=O)NC(C)Cc2cnccn2)cc1OC1CCN(C(C)C)CC1 (centres undefined)	-7.3	1.0	8.5	-1.2	0.3	-2.0	-1.9	-10.5	2.9
CCOC(=O)c1cc(S(=O)(=O)NC2CCCCC2)cn1C	-1.8	1.0	3.3	2.8	-0.1	-1.7	-4.0	8.9	3.4
Cc1cc(N=Nc2ccccc2C(=O)O)c(C)c(C)c1O	9.9	0.0	1.5	-2.7	6.4	7.2	-0.2	-3.2	-13.2
COc1cc(C(=O)Oc2cccc(/C=N/NC(=O)c3cc(C)[nH]n3)c2)cc(OC)c1OC	2.6	2.0	-1.7	-8.4	5.0	-0.5	3.9	2.5	-1.1
Cc1cccc(N(C(=O)Cn2nnc(-c3ccccc3F)n2)C(C(=O)NC(C)(C)C)c2ccncc2)c1 (centres undefined)	-1.3	1.0	-4.8	-8.5	3.2	5.9	1.8	0.9	8.4
Cc1ccsc1C(=O)NCc1ccccc1Cl	0.7	1.0	-8.6	2.7	2.8	4.3	-8.4	-3.1	-4.2
O=C(NC1CCCCCC1)C(Cc1ccccc1)n1cccc1 (centres undefined)	1.4	0.0	4.1	1.6	1.3	0.0	4.1	6.1	2.4
Nc1nc(-c2cc(-c3ccccc3)no2)cs1	-0.1	2.0	3.3	43.5	-1.3	1.3	9.5	2.6	1.2
COc1ccc2nc(NC(=O)CSc3nccc(C)n3)sc2c1	-2.2	0.0	-8.4	3.4	-0.1	-3.0	-1.1	0.8	3.4

Additional compounds follow:
canonical_smiles	PP1 counter	GRK2 inh	VLA-4 inh	JMJD2C inh	PP5 primary	Fh CTSL1 inh	HCV core dimer	procasp7 counter	procasp3 activ
Cc1nnc(NC(=O)c2c(F)c(F)c(F)c(F)c2F)s1	-0.6	3.0	4.4	6.7	1.6	1.1	-3.2	9.3	6.5
Cc1ccc(CN2CC(C(=O)Nc3ccc(S(=O)(=O)N4CCCCC4)cc3)CC2=O)cc1 (centres undefined)	-5.1	10.0	-8.7	3.7	-1.6	-11.4	-5.5	0.0	2.0
COc1ccc(OC)c(S(=O)(=O)N2CCC(C(=O)Nc3cccc(C)c3C)CC2)c1	1.7	2.0	5.2	-8.6	-0.4	2.6	4.7	-7.0	2.4
Cc1ccc(-n2nc3c(c2NC(=O)c2ccc(S(=O)(=O)N4CCOCC4)cc2)CSC3)c(C)c1	3.6	1.0	0.0	x	1.6	-0.6	19.7	-3.1	-4.3
O=C(NCc1ccccn1)C1CCN(S(=O)(=O)c2ccccc2)CC1	-5.3	0.0	3.6	-2.7	1.7	-2.9	-4.6	3.0	5.9
S=C(Nc1ccc(OCc2ccccc2)cc1)Nc1cccc(Cl)c1Cl	-6.0	0.0	x	-1.0	1.5	4.7	18.8	-7.4	-3.4
CCc1ccc(NC(=O)N2CCN(C(=O)C3CCCO3)CC2)cc1 (centres undefined)	-1.9	6.0	16.6	-44.2	-1.3	0.4	-0.2	0.3	7.4
CCc1nc2ccccc2c(C(=O)OCC(=O)NC2CC2)c1C	x	3.0	-11.2	-7.0	x	x	x	5.7	5.1
CCCc1cc(=O)c2c(O)cccc2o1	0.1	0.0	23.6	3.1	-1.2	1.9	4.6	-0.6	1.2
CC1(C)CC(=O)c2cnc3nc4ccccc4n3c2C1	-3.3	0.0	9.1	-6.4	-1.9	1.5	2.1	4.4	-3.4

Outcome played no part in choosing rows. Share with any hit: about 2.6%.
